# S1P3 agonist: agonists of human S1P3 receptor; S1P3 NFAT-BLA reporter cells, agonism, FRET ratio; relative to 1 µM S1P, basal subtracted; activation, % at 4.5 µM; hit rate 0.1% among 60,000; AID 373;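 active = activation above the screen-wide mean plus 3 SD, cut at about 4.5% in these data, passing the limit was not always enough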; also: some compounds called inactive have numbers as strong as hits
# Target sequence (Q99500 whole entry, looked up): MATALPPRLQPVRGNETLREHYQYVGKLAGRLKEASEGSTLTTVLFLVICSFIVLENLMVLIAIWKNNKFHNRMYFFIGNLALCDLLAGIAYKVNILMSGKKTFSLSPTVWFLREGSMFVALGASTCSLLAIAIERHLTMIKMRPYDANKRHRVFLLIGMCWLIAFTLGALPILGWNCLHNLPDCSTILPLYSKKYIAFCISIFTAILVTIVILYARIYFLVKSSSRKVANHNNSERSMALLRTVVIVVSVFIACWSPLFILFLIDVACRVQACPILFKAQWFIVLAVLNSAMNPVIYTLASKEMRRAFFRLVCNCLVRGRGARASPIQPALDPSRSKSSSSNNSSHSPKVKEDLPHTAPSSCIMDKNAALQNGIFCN
#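 material = human S1P3 NFAT-BLA reporter CHO cells | schedule = 4 h compound at 37 °C, 2 h substrate at RT | measured by = fluorescent BLA substrate, ex 405 nm, em 460/535 nm ratio | controls = 1 µM S1P reference | replication = primary once, confirmation triplicate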
# S1P1 ag pot: agonists and agonism potentiators of human S1P1 receptor; hit rate 0.57% among 56,000; AID 449; activation, % at 9.5 µM; S1P1 CRE-bla cells, forskolin, beta-lactamase FRET, potentiator mode; S1P1 agonist co-added at EC20, 2 nM; 100% = saturating reference agonist, 0% = basal; P21453;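 active = activation above a cutoff set at the mean activation of all tested compounds plus 3 SD, cut at about 54% in these data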;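 also: forskolin at 4 µM as EC80 and the EC20 agonist is SEW2871; 100% = SEW2871 at its EC100 plus forskolin at EC80; some compounds past the cut are filed as inactive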
# Fluor 339 460: intrinsic fluorescence of library compounds, ex339/em460 – biochemical, MLSMR library, data from DPM-DC assay, artefact control, profiling panel | compound autofluorescence, ex339/em460 nm, NADH buffer; stronger effect = higher value; 1 = no-compound wells, NADH background | hit rate 5.5% among 65,000 | fluorescence fold increase at 10 µM;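 active = at 10 µM, mean starting fluorescence two-fold or more over control wells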;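 also: signal is the first read of a kinetic run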
# 5HT1E ag: agonists of human 5-HT1E serotonin receptor; CHO 5-HT1E Ga15 NFAT-bla reporter, FRET; 0% DMSO wells, 100% control agonist wells; hit rate 0.69% among 65,000; activation, % at 6 µM; P28566;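 active = activation above a set limit, the screen-wide mean activation plus 3 SD, cut at about 8.5% in these data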;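 also: 100% = positive control agonist at 1 µM giving full maximal response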
# A340 absorber: compounds absorbing at 340 nm; fold change at 10 µM; 65,000 tested, under 10 active; compound absorbance at 340 nm, fold over control;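 active = at 10 µM dose, initial 340 nm absorbance at least 2 fold that of control wells; inactive = change under 2 fold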;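 also: initial absorbance extrapolated from kinetic A340 decline of NADH oxidation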
# 5-HT1A blocker: blocks the human serotonin 5-HT1a receptor; inhibition, % at 10 µM; P08908; hit rate 0.68% among 62,000; CHO 5-HT1a Ga15 NFAT-bla reporter, antagonist mode; AID 612;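 active = inhibition above the mean of all tested compounds plus 3 SD, cut at about 43% in these data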;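 also: receptor stimulated by 5-CT agonist at 100 nM near EC80; beta-lactamase reporter measured by ratiometric fluorescence of a cleavable substrate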
# Target sequence (P08908 whole entry, looked up): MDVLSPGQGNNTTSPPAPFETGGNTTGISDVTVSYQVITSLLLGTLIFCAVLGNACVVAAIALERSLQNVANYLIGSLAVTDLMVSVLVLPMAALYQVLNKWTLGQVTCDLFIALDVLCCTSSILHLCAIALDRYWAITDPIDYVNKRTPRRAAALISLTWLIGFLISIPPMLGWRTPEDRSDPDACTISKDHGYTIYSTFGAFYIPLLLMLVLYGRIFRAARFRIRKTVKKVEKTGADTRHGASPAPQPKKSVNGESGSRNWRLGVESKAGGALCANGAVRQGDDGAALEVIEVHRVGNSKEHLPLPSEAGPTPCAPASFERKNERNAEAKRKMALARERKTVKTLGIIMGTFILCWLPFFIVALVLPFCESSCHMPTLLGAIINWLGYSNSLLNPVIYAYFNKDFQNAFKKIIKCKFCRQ
# HTR1E antagonist: 5-HT1E (human) receptor antagonism. hit rate 0.99% among 65,000. inhibition, % at 6 µM. P28566. CHO 5-HT1E Ga15 NFAT-bla reporter, FRET, antagonist. AID 571;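 active = inhibition above a set limit, the mean inhibition across every tested compound plus 3 SD, cut at about 29% in these data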;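 also: signal is the 460 over 535 nm emission ratio of beta-lactamase substrate; 0% = agonist plus DMSO wells and 100% = wells without agonist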
# HER2 expr 66K: Her2 kinase expression inhibition | HER2 level % of control, % at 10 µM | hit rate 0.69% among 65,000 | SKBR-3 HER2 protein level, AlphaScreen, 18-24 h; stronger effect = lower value;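 active = HER2 level under 5% of the carrier-only control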;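 also: 100% = DMSO carrier and 0% = 500 nM PU-H71 HSP90 inhibitor; lower value means stronger loss of Her2 protein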
# MMP-13 inhibitor: inhibitors of human MMP13; inhibition, % at 4 µM; AID 570; P45452; hit rate 0.07% among 65,000; MMP-13 fTHP FRET cleavage, Mca fluorescence;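 active = inhibition above the mean of compound-free control plate wells plus 3 SD, cut at about 14% in these data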;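 also: 0% = DMSO wells and 100% = wells with reference MMP-13 inhibitor after basal subtraction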
# An asterisk follows results filed as active; · = not tested or not shown.
item	canonical_smiles	S1P3 agonist	S1P1 ag pot	Fluor 339 460	5HT1E ag	A340 absorber
1	CCC(C)NS(=O)(=O)c1ccc(OCC(=O)NCc2ccco2)cc1 (configuration not stated)	·	·	1.3	1.4	1
2	C(=N\n1cnnc1)/c1cccc(OCCOc2ccccc2)c1	-0.5	2	1	-1.6	0.99
3	Cc1ccsc1C(=O)OCC(=O)c1cc2ccccc2o1	·	·	1.1	-0.9	1.1
4	CC(C)OCCCNC(=O)C1CC(=O)N(C2CCCCCCC2)C1 (configuration not stated)	-0.1	-16	1.1	-0.4	0.97
5	O=C(Nc1ccc(N2CCCCC2)c(Cl)c1)c1ncn[nH]1	0.3	127*	0.93	0.6	1
6	Clc1ccccc1OCCCCn1ccnc1	0.2	-14	1	1.0	0.99
7	CC1=C(C(N)=O)C(c2ccccn2)n2nc(-c3ccccc3Cl)nc2N1 (configuration not stated)	-1.2	12	1.1	0.3	0.98
8	O=C(CN(Cc1ccco1)C(=O)CNS(=O)(=O)c1ccccc1)NCc1ccccc1	-0.3	-10	1.1	-0.6	1
9	CCCCn1cnc2cc(NCc3cccc(OC)c3O)ccc21	0.0	-26	1.6	0.5	0.99
10	CS(=O)(=O)Nc1ccc(Cc2ccc(NS(C)(=O)=O)cc2)cc1	-1.4	28	1.1	-0.5	1
11	Cc1c(C(=O)NCCC2=CCCCC2)oc2ccc(S(=O)(=O)N3CCOCC3)cc12	·	·	1.1	0.0	1
12	CCOC(=O)c1c(C)[nH]c(C(=O)CSc2ccccc2)c1C	0.0	16	1.1	1.2	1

item	5-HT1A blocker	HTR1E antagonist	HER2 expr 66K	MMP-13 inhibitor
1	-6	-1	92	5
2	-2	11	90	3
3	3	-7	88	4
4	-2	4	81	1
5	-60	-5	98	0
6	-6	-14	104	0
7	7	-1	89	5
8	6	-1	90	0
9	-12	-14	184	-12
10	8	14	·	3
11	2	26	71	-1
12	4	10	90	-18

# One compound at a time, from the list above:
# Cc1ccsc1C(=O)OCC(=O)c1cc2ccccc2o1 across the screens: S1P3 agonist: ·; S1P1 ag pot: ·; Fluor 339 460: 1.1; 5HT1E ag: -0.9; A340 absorber: 1.1; 5-HT1A blocker: 3; HTR1E antagonist: -7; HER2 expr 66K: 88; MMP-13 inhibitor: 4
# Clc1ccccc1OCCCCn1ccnc1 across the screens: S1P3 agonist: 0.2; S1P1 ag pot: -14; Fluor 339 460: 1; 5HT1E ag: 1.0; A340 absorber: 0.99; 5-HT1A blocker: -6; HTR1E antagonist: -14; HER2 expr 66K: 104; MMP-13 inhibitor: 0
# O=C(CN(Cc1ccco1)C(=O)CNS(=O)(=O)c1ccccc1)NCc1ccccc1 across the screens: S1P3 agonist: -0.3; S1P1 ag pot: -10; Fluor 339 460: 1.1; 5HT1E ag: -0.6; A340 absorber: 1; 5-HT1A blocker: 6; HTR1E antagonist: -1; HER2 expr 66K: 90; MMP-13 inhibitor: 0

# (listing goes on)
item	canonical_smiles	S1P3 agonist	S1P1 ag pot	Fluor 339 460	5HT1E ag	A340 absorber
13	Cc1ccsc1C(=O)Nc1nnc(-c2ccco2)o1	-1.2	7	0.79	0.1	1.1
14	O=C(Oc1cccc2c(=O)[nH]ccc12)c1ccccc1	0.1	-1	1.1	-0.4	1
15	CC(=O)NC(Cc1cc(C)ccc1C)C(=O)N1CCN(C(=O)Nc2ccc(C(C)=O)cc2)CC1 (configuration not stated)	-0.4	-18	1	-1.2	1
16	CCN(C(C)=O)c1nc(CSc2nnc(NC(C)C)s2)cs1	-0.3	6	1	0.1	1
17	O=C(c1ccco1)N1CCN(C(=O)c2cc3sccc3n2Cc2ccccc2)CC1	-1.2	8	1.1	0.7	0.96
18	CCOC(=O)C1CCN(Cc2ccc(C(=O)OC)cc2)CC1	-1.2	·	1	0.8	1
19	COc1cccc(N(CC(=O)Nc2cccc(C(C)=O)c2)S(C)(=O)=O)c1	0.0	13	1.1	0.1	1
20	COCCN1CC(=O)N(c2cccc(C)c2C)C(c2ccc(Cl)cc2)C1=O (configuration not stated)	-0.2	-10	1.1	-0.3	0.97
21	COc1ccc(N2C(=O)C3CCCN3C2c2cccc(Br)c2)cc1 (configuration not stated)	1.1	-6	1.1	-0.2	1
22	COC(=O)CNC(=O)c1nn(-c2cccc(OC)c2)c(=O)c2ccccc12	0.3	-25	1.1	-0.4	1
23	Cc1csc(NC(=O)c2cc3c(s2)-c2ccccc2OC3)n1	-0.7	5	2.5*	1.2	1
24	Cc1ccc(-n2c(C)cc3c2CCCC3=O)cc1	0.8	-8	1	-1.1	0.98

item	5-HT1A blocker	HTR1E antagonist	HER2 expr 66K	MMP-13 inhibitor
13	6	-11	89	0
14	4	8	81	-13
15	-4	5	100	2
16	3	9	106	0
17	8	0	93	-4
18	-4	-6	105	9
19	-10	-8	104	-7
20	-17	-12	106	0
21	-7	-5	105	2
22	-5	-5	113	1
23	2	2	73	-36
24	6	3	110	-7

# (next part)
item	canonical_smiles	S1P3 agonist	S1P1 ag pot	Fluor 339 460	5HT1E ag	A340 absorber
25	O=C(Nc1ccc(Cl)cc1C(=O)NCCN1CCOCC1)c1ccco1	-0.9	-25	1.2	-2.0	1
26	Cc1cccc(NS(=O)(=O)c2ccccc2)n1	-1.1	-1	2.1*	0.2	1.1
27	c1ccc2c(c1)nnn2-c1ncnc2sc3c(c12)CCCC3	·	·	1.5	-0.1	1.1
28	CCCCN(C)CCNC(=O)c1c[nH]c2ccc(S(=O)(=O)N(CC)CC)cc2c1=O	-0.2	-11	3.2*	-0.4	1.1
29	COc1cc(-c2nc3n(n2)C(c2ccncc2)C(C(N)=O)=C(C)N3)cc(OC)c1OC (configuration not stated)	-0.4	-24	1.1	-0.2	0.98
30	COc1ccccc1NC1C=CS(=O)(=O)C1 (configuration not stated)	-0.6	·	1	1.2	1
31	CCN(CC)CCN1C(=O)C(=O)/C(=C(/O)c2ccc(F)cc2)C1c1ccncc1 (configuration not stated)	-1.8	4	1.1	-1.3	1
32	CC(C)(C)c1cccc(/C=N/O)c1O	-2.4	-20	1.1	0.5	1
33	O=C(CSc1nc2ccccc2c(=O)n1Cc1ccco1)c1ccccc1	-1.3	20	1.1	0.2	0.98
34	O=C(NCCc1ccccc1)C1CCCN1C(=O)Nc1ccc(F)cc1 (configuration not stated)	-0.7	-4	1.1	0.9	1
35	CCOc1ccccc1N(CC(=O)N1CCCCCC1)S(C)(=O)=O	-1.4	-11	1	0.5	0.99
36	O=C(NC1(C(=O)NC2CCCC2)CCCCC1)c1ccc2c(c1)OCO2	·	·	1.1	0.3	1

item	5-HT1A blocker	HTR1E antagonist	HER2 expr 66K	MMP-13 inhibitor
25	-4	-3	109	0
26	2	-10	91	-29
27	19	-9	73	-15
28	0	10	82	-11
29	1	-4	118	-1
30	-16	-2	89	0
31	·	-5	128	4
32	·	30*	89	3
33	5	0	67	-3
34	-1	5	115	4
35	2	4	102	7
36	13	1	68	3

# (continued)
item	canonical_smiles	S1P3 agonist	S1P1 ag pot	Fluor 339 460	5HT1E ag	A340 absorber
37	COc1ccccc1S(=O)(=O)Cc1ccc(C(=O)NCc2ccc3c(c2)OCO3)o1	-0.9	10	1	-0.1	1.1
38	Brc1cccc(-c2nnc3sc(CN4CCC5(CC4)OCCO5)cn23)c1	-1.6	-2	1.1	-1.5	1
39	CCOC(=O)c1ccc(Cn2c(-c3ccccc3)nnc2-c2ccccc2)o1	-0.3	-10	1.2	1.1	1
40	O=c1c(C=NCCCn2ccnc2)c(-c2ccccc2)[nH]n1-c1nc2ccccc2s1	-0.2	3	1.1	0.0	1.1
41	Cc1ccc(CNc2cc(-c3nn4c(C)nnc4s3)ccc2C)s1	-1.4	-61	2	0.8	1
42	CCN1CCN(Cc2ccc(OCc3ccccc3)cc2)CC1	-0.7	·	1	0.8	1.1
43	Cc1ccc(/C(O)=C2\C(=O)C(=O)N(c3cc(C)on3)C2c2cccc(Cl)c2)cc1 (configuration not stated)	-0.4	8	1.1	0.0	1.1
44	CCOc1cc(C)nc(N2CCN(C3CCCCC3)CC2)n1	0.2	-12	1	-0.6	1
45	CCOCC(=O)Nc1ccc(S(=O)(=O)NCCc2ccccc2)cc1	-0.6	·	1.1	-0.4	1
46	CCOc1ccc(NC2=NC(C(=O)NCc3ccccc3)CC(=O)N2)cc1 (configuration not stated)	-0.9	-7	1.1	1.3	1
47	Cc1nc2c3cnn(-c4ccccc4)c3ncn2n1	-1.2	5	1.2	0.8	1
48	Cc1ccc(-n2c(SCC(=O)NCC3CCCO3)nnc2-c2ccoc2C)cc1 (configuration not stated)	0.2	-12	1.1	1.1	1

item	5-HT1A blocker	HTR1E antagonist	HER2 expr 66K	MMP-13 inhibitor
37	-10	19	83	2
38	-1	4	97	6
39	24	10	52	-3
40	·	-4	70	3
41	5	14	121	-8
42	2	-6	117	6
43	-9	-7	217	1
44	-3	-4	99	-1
45	-4	6	74	4
46	-9	-9	78	0
47	-9	10	47	-20
48	-4	-8	100	-3

# Following part.
item	canonical_smiles	S1P3 agonist	S1P1 ag pot	Fluor 339 460	5HT1E ag	A340 absorber
49	CCN(CC)S(=O)(=O)N1CCC(C(=O)NC(C)CCc2ccccc2)CC1 (configuration not stated)	-1.5	14	1.1	-0.9	1
50	COc1ccc(-c2noc(CN3CCC(Cc4ccccc4)CC3)n2)cc1	-0.5	·	1	0.4	1
51	O=C(C1CCCN1S(=O)(=O)c1cccc2cccnc12)N1CCc2ccccc21 (configuration not stated)	-1.5	6	1.1	0.1	1.1
52	CC1CN=C(NC2CCCCC2C)S1 (configuration not stated)	-1.1	1	1.1	-0.2	1
53	C=C(C)CSc1nc2c(c(=O)[nH]c(=O)n2C)n1Cc1ccccc1	-0.1	-7	1	0.4	1
54	O=C(O)CCc1ccc(-c2cccs2)n1NC(=O)c1ccco1	-0.5	-8	1	0.0	1
55	COc1ccccc1C(=O)C(O)c1ccccc1OC (configuration not stated)	·	·	1.1	-0.2	1
56	CCOC(=O)N1CCN(C(=O)c2ccc(N3CCCC3=O)cc2)CC1	-0.7	-21	1.1	0.1	1
57	O=S(=O)(NC1=NCCC1)c1cccs1	-0.2	2	0.96	-0.4	0.97
58	CC(=O)N1C(=O)c2cccc3cccc(c23)C(=O)N1C(C)=O	·	·	1.5	-0.2	1.1
59	CN(C)c1ccc2c(c1)OC(N)=C(C#N)C2c1cccc(F)c1 (configuration not stated)	-1.9	-9	1.1	0.7	1
60	Cc1ccc(-c2ccc(C(=O)O)[nH]2)cc1	0.9	-86	1.1	-0.3	1
61	COc1ccc(N2CCN(CCNS(=O)(=O)c3cccc4nsnc34)CC2)cc1	-0.4	5	1.1	-1.0	1
62	O=C1Nc2ccccc2C12OCCCCO2	-1.1	-3	1.1	0.7	1
63	COc1cccc(C2CC(=O)N3CN(c4cccc(Cl)c4C)CSC3=C2C#N)c1OC (configuration not stated)	1.4	-11	1	0.4	1.1

item	5-HT1A blocker	HTR1E antagonist	HER2 expr 66K	MMP-13 inhibitor
49	17	6	102	-4
50	-4	-2	56	0
51	0	5	87	10
52	-4	-5	85	-8
53	0	23	82	1
54	0	-7	101	4
55	4	2	72	7
56	-1	5	84	2
57	-2	11	61	1
58	-5	-1	159	-28
59	10	75*	50	5
60	-11	-7	79	-10
61	-1	-12	72	6
62	3	-3	240	0
63	-10	5	120	-4

# Screening results as filed in PubChem.
